# IMP-1 inhibitor – blocks Pseudomonas aeruginosa IMP-1 metallo-beta-lactamase; purified IMP-1, nitrocefin hydrolysis, epi-absorbance fluorescence; inhibition, % at 5.6 µM; 0.45% of 290,000 active; AID 1556;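 active = inhibition above the mean plus 3 SD of all compounds in the same screening run, cut at about 4.5% in these data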;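 note: 0% = IMP-1 with DMSO and 100% = DMSO wells lacking enzyme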
#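 assay system = purified recombinant IMP-1 metallo-beta-lactamase enzyme | schedule = 15 min preincubation plus 25 min reaction at 25 °C | signal = Epi-absorbance fluorescence, 480 nm excitation, 530 nm emission | read-out basis = percent inhibition from optical density relative to buffer-blank wells | controls = IMP-1 with DMSO as 0%, enzyme-free DMSO as 100%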
# UBC9 SUMO inh – SUMOylation inhibition; P63279; HTRF SUMOylation assay, SAE1/SAE2 + UBC9, in vitro; inhibition, % at 35 µM; 0.36% of 290,000 active; AID 2006; in the data active = inhibition above about 50%, passing the limit was not always enough; note: strong numbers were not always called active
# Target sequence (P63279 whole entry, looked up): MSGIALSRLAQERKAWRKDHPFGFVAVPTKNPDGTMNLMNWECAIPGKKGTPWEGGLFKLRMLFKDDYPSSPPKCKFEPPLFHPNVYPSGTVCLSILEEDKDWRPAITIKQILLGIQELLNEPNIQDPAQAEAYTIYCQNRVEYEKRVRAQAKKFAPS
# HCV NS3 hel inh – HCV NS3 helicase inhibition. NS3 helicase DNA unwinding, Cy5 molecular beacon fluorescence. inhibition, % at 10.9 µM. 0.56% of 290,000 active;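 active = inhibition above the mean of all tested compounds plus 3 SD, set per campaign, cut at about 35% in these data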;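 note: 0% = DMSO wells and 100% = thioflavine S control wells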
#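 Control set: DMSO versus 110 µM thioflavine S; Material: NS3 helicase fragment of HCV; Measured by: Cy5 fluorescence at 0 and 60 min, beacon hairpin quenching; Read-out basis: percent inhibition from t60/t0 fluorescence ratio; Times: reaction time 60 min, 25 °C; Repeats: single replicate; Compound dosing: single dose, 10.9 µM nominal final, DMSO 0.8% final.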
# VIM-2 inh – inhibitors of Pseudomonas aeruginosa VIM-2 metallo-beta-lactamase | purified VIM-2, nitrocefin hydrolysis, epi-absorbance fluorescence | inhibition, % at 5.6 µM | 0.89% of 290,000 active | AID 1527;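 active = inhibition above the mean of all tested compounds plus 3 SD, cutoff set per screening run, cut at about 7.5% in these data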;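 note: red hydrolysis product quenches plate fluorescence so inhibitors raise well fluorescence; 0% = enzyme with DMSO and 100% = DMSO without enzyme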
# MEKK2wt PB1 HTS – raises or lowers MEK5 binding to wildtype human MEKK2 PB1 domain | binding response (% of control), % at 10 µM | Q9Y2U5 | 1.1% of 290,000 active | bead flow cytometry, Alexa488-MEK5 binding to MEKK2 WT; actives lie on both sides | AID 1531; in the data active = binding response below about 67% or above about 130%
# MEKK2mut PB1 HTS – signal of MEK5 binding to mutant human MEKK2 PB1 domain. bead flow cytometry, Alexa488-MEK5 binding to MEKK2 mutant. percent response, % at 10 µM. 0.35% of 290,000 active. AID 1530; in the data active = percent response above about 24%, passing the limit was not always enough; note: inactives centre near 1; some results filed as inactive read as strong as hits
# M18AAP inhibitor – PfM18AAP enzyme inhibition; recombinant PfM18AAP, H-Glu-NHMec fluorogenic cleavage; inhibition, % at 7.35 µM; 1.2% of 290,000 active; AID 1822;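 active = inhibition above the campaign mean inhibition over all tested compounds plus 3 SD, cut at about 28% in these data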;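 note: 0% = plate median of test compound wells and 100% = 2 mM ZnCl2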
# DNA FID counter – fluorescent intercalator displacement, NS3 helicase counter-screen; DNA fluorescent intercalator displacement, fluorescence; inhibition, % at 7.9 µM; 0.17% of 290,000 active; AID 1845; in the data active = inhibition above about 37%;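 note: 0% = vehicle and 100% = reference compound; higher means more ethidium bromide displaced from hairpin DNA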
# NALP1 inh – blocks the NALP1 inflammasome reconstituted in yeast. S. cerevisiae NALP1/ASC/caspase-1 growth, X-gal OD620, 72 h. inhibition, % at 10 µM. 0.61% of 280,000 active. AID 2071; in the data active = inhibition mostly above about 24%, no sharp cut-off; inactive = mostly below about 32%; note: some compounds called inactive have numbers as strong as hits
# An asterisk follows results filed as active; nt = not tested or not shown. Rows were taken by chance; 4.7% or so of the library scored in one or more.
SMILES,IMP-1 inhibitor,UBC9 SUMO inh,HCV NS3 hel inh,VIM-2 inh,MEKK2wt PB1 HTS,MEKK2mut PB1 HTS,M18AAP inhibitor,DNA FID counter,NALP1 inh
COc1ccc(NC(=O)CNC(=O)Cn2ccc3ccccc3c2=O)c(OC)c1,-2.2,7.3,6.6,-1.1,101.0,-1.0,-1.9,-10.8,5.0
O=C(CCC1CCCC1)NCc1cccs1,-2.7,17.4,-2.1,-0.8,107.0,3.0,0.6,-7.0,-0.4
O=C1NC(=O)N(c2ccccc2)C1=O,-1.6,6.6,-3.0,-3.8,96.0,-1.0,1.5,1.4,7.9
CC(=O)c1cc2c(cc1NC(=O)CCn1cnnn1)OCO2,-2.2,7.7,7.1,-0.2,99.0,3.0,9.5,-1.1,6.2
CC1(C)CC(NC(=S)NCc2ccc3c(c2)OCO3)CC(C)(C)N1,-3.7,14.0,-3.8,-2.5,101.0,-1.0,2.5,7.6,0.8
CC(=O)Nc1ccc(/C(C)=N/NC(=O)c2ccccc2Cl)cc1,-2.8,16.0,-2.5,-1.5,97.0,-4.0,5.8,-1.4,23.0
COc1ccc(OC)c(C2=NOC(C(=O)Nc3c(C)n(C)n(-c4ccccc4)c3=O)C2)c1 (centres undefined),nt,-8.8,nt,nt,93.0,-7.0,nt,nt,-43.5
COc1ccc(-n2c(CNC(=O)c3cc(OC)c(OC)c(OC)c3)n[nH]c2=S)cc1,-1.4,-1.7,-6.9,-1.0,101.0,1.0,3.8,-8.8,5.1
O=c1oc2cc(O)ccc2c2c1CCCC2,1.7,36.5,-1.6,6.3,98.0,1.0,-5.5,0.4,nt
Cc1nonc1NC(=O)OC1CCCCC1,-1.3,-2.4,6.9,-2.8,101.0,4.0,-2.2,-6.3,5.2
OCCNc1cnc2ccccc2n1,-0.7,3.1,2.2,-1.4,99.0,-3.0,-4.7,2.1,18.6
O=C(Nc1nnc(C2CCCCC2)s1)c1ccco1,-0.6,-16.7,2.5,0.4,104.0,16.0,-12.9,-2.2,20.4

# Taken from above for reference:
SMILES,IMP-1 inhibitor,UBC9 SUMO inh,HCV NS3 hel inh,VIM-2 inh,MEKK2wt PB1 HTS,MEKK2mut PB1 HTS,M18AAP inhibitor,DNA FID counter,NALP1 inh
COc1ccc(NC(=O)CNC(=O)Cn2ccc3ccccc3c2=O)c(OC)c1,-2.2,7.3,6.6,-1.1,101.0,-1.0,-1.9,-10.8,5.0
O=C(CCC1CCCC1)NCc1cccs1,-2.7,17.4,-2.1,-0.8,107.0,3.0,0.6,-7.0,-0.4
O=C1NC(=O)N(c2ccccc2)C1=O,-1.6,6.6,-3.0,-3.8,96.0,-1.0,1.5,1.4,7.9
CC(=O)c1cc2c(cc1NC(=O)CCn1cnnn1)OCO2,-2.2,7.7,7.1,-0.2,99.0,3.0,9.5,-1.1,6.2
CC1(C)CC(NC(=S)NCc2ccc3c(c2)OCO3)CC(C)(C)N1,-3.7,14.0,-3.8,-2.5,101.0,-1.0,2.5,7.6,0.8
CC(=O)Nc1ccc(/C(C)=N/NC(=O)c2ccccc2Cl)cc1,-2.8,16.0,-2.5,-1.5,97.0,-4.0,5.8,-1.4,23.0
COc1ccc(OC)c(C2=NOC(C(=O)Nc3c(C)n(C)n(-c4ccccc4)c3=O)C2)c1 (centres undefined),nt,-8.8,nt,nt,93.0,-7.0,nt,nt,-43.5
COc1ccc(-n2c(CNC(=O)c3cc(OC)c(OC)c(OC)c3)n[nH]c2=S)cc1,-1.4,-1.7,-6.9,-1.0,101.0,1.0,3.8,-8.8,5.1

# For convenience, some entries already given.
SMILES,IMP-1 inhibitor,UBC9 SUMO inh,HCV NS3 hel inh,VIM-2 inh,MEKK2wt PB1 HTS,MEKK2mut PB1 HTS,M18AAP inhibitor,DNA FID counter,NALP1 inh
OCCNc1cnc2ccccc2n1,-0.7,3.1,2.2,-1.4,99.0,-3.0,-4.7,2.1,18.6
O=C(Nc1nnc(C2CCCCC2)s1)c1ccco1,-0.6,-16.7,2.5,0.4,104.0,16.0,-12.9,-2.2,20.4

# Other entries:
SMILES,IMP-1 inhibitor,UBC9 SUMO inh,HCV NS3 hel inh,VIM-2 inh,MEKK2wt PB1 HTS,MEKK2mut PB1 HTS,M18AAP inhibitor,DNA FID counter,NALP1 inh
O=C(CC1OC(=O)c2ccccc21)c1ccco1 (centres undefined),-6.0,14.0,10.4,1.5,99.0,0.0,0.5,3.4,11.6
O=c1cnnc(N/N=C/c2c[nH]c3ccccc23)[nH]1,-3.5,6.3,-8.9,-2.8,95.0,2.0,28.5*,-2.7,20.2
O=C1C2CCCCC2C(=O)N1c1nccs1 (centres undefined),-0.4,21.1,-11.2,-1.6,105.0,5.0,-8.0,-2.9,7.1
Cc1ccc(Nc2cc(=O)n(C3CCCCC3)c(=O)[nH]2)cc1C,-2.4,19.1,1.8,-1.7,98.0,2.0,-6.4,-8.6,10.0
CCNC(=S)N/N=C/c1cccs1,-0.5,18.9,0.8,-5.9,107.0,10.0,10.6,-1.1,-9.5
Cc1[nH]c(=O)nc(SCc2cccc(Cl)c2)c1C#N,-3.3,14.3,6.8,-1.1,97.0,0.0,0.7,-3.5,-1.2
COc1ccc(CC(=O)N/N=C\c2cc(Br)c(O)c(Br)c2)cc1,-4.7,7.5,5.8,-2.1,102.0,8.0,1.8,-14.1,-2.9
COc1cc2nc(C3CCC3)n(NC(=O)COc3ccccc3)c(=O)c2cc1OC,-2.8,-1.8,11.6,-1.7,107.0,11.0,-1.8,-5.7,12.4
O=C(Nc1nnc(C23CC4CC(CC(C4)C2)C3)s1)c1ccco1,-3.8,20.6,-0.6,-2.9,97.0,0.0,0.2,-4.9,-7.8
COc1ccc(-c2ccc(C3C(C#N)=C(N)Oc4n[nH]c(C)c43)o2)cc1 (centres undefined),-1.6,26.7,9.1,-2.4,95.0,-2.0,10.7,-5.0,2.5
O=C(CCCn1c(=O)[nH]c2ccccc2c1=O)NC1CCCCCC1,-2.8,-2.6,-15.6,-1.1,110.0,5.0,2.5,-18.1,26.1
COc1ccc(/C=C2\SC(=N)N(c3ccc(F)cc3)C2=O)cc1,-3.8,29.7,10.1,-2.7,104.0,-1.0,-2.2,-2.0,13.3
O=C(NCc1cccs1)C1CCC(CNS(=O)(=O)c2cccs2)CC1 (centres undefined),-3.5,2.2,-1.9,-2.6,105.0,3.0,3.4,-11.7,1.0
CC(C)(C)c1ccc(-n2nc(C#N)c(Cl)cc2=O)cc1,1.2,12.0,-13.8,-0.2,102.0,-3.0,-13.4,1.5,-13.5
CN(CC(=O)Nc1ccccc1Sc1ccccc1)C1CCCCC1,-3.3,-22.5,0.8,-3.8,108.0,7.0,0.6,-5.7,7.6
CCC(=O)Nc1ccc(NC(=O)/C=C/c2ccc(Cl)cc2)cc1,-1.0,-4.8,-2.9,1.9,110.0,5.0,-3.7,-3.3,19.3
CN(Cc1nccs1)C(=O)c1cc(COc2cccc3cnccc23)on1,-2.1,20.8,5.4,-0.3,103.0,6.0,5.0,-30.7,5.4
CCS(=O)(=O)C(C)(CCl)C(=O)Nc1ccc(C(=O)OC)cc1 (centres undefined),-2.9,7.2,-6.4,-0.6,93.0,-13.0,-1.3,-6.0,10.2
CS(=O)(=O)N1CCN(c2ccc(NC(=O)c3ccc(-c4ccc(Cl)cc4)o3)cc2)CC1,0.2,25.4,-4.0,-5.0,98.0,3.0,-1.5,0.1,-13.2
CCOC(=O)c1csc(-c2ccc(OC)c(OC)c2)n1,-3.7,9.9,2.8,-7.4,97.0,0.0,11.4,-14.6,2.9
COc1ccc(NC(=O)CSc2nnc(-c3ccccc3C)n2N)cc1OC,-0.6,9.1,3.6,-1.1,71.0,-11.0,9.5,-6.1,17.9
O=C(Nc1cccc(Cl)c1)N(CCN1CCOCC1)Cc1ccccc1F,-2.9,-7.7,-2.0,-1.7,109.0,4.0,71.4*,-5.2,37.1
Cc1sc(NC(=O)c2ccco2)c(C(c2cccnc2)N2CCN(C)CC2)c1C (centres undefined),-2.2,6.0,-1.9,1.9,103.0,-2.0,6.1,5.6,10.0
COc1ccccc1NC(=O)CC(NC1CCCCC1)C(=O)O (centres undefined),-3.4,5.1,1.7,-1.3,99.0,-1.0,-1.2,-3.8,21.5
CCSc1nnc(NC(NC(C)=O)(C(F)(F)F)C(F)(F)F)s1,-1.6,-0.1,-8.7,-1.9,93.0,-1.0,-2.5,3.8,19.1
CC(=C/C(=O)O)/C=C/c1ccc([N+](=O)[O-])cc1,-3.0,9.9,12.4,14.2*,105.0,20.0,4.8,-13.1,12.7
O=C(CN1C2=NCCCN2c2ccccc21)c1ccc([N+](=O)[O-])cc1,-3.9,9.5,-18.2,-0.2,97.0,-1.0,5.8,16.2,14.5
CCCCOC(=O)C1Cc2ccccc2C(=O)O1 (centres undefined),-5.2,0.4,1.7,-2.6,104.0,2.0,-0.3,-2.5,-26.3
CCOc1ccc(C2=Cc3cc(OC)c(OC)cc3C(=C(Cl)Cl)O2)cc1,-2.8,-0.4,-3.3,0.1,97.0,8.0,5.5,-7.3,17.5
COc1cccc(NC(=O)Cn2nnc(C(=O)Nc3ccccc3)c2N)c1,-1.7,4.6,0.3,-1.2,99.0,2.0,9.8,0.3,7.5
CCCCCCC1CC(C)(C(=O)CNc2nncs2)OC1=O (centres undefined),-2.6,1.0,-4.8,-2.9,98.0,-2.0,-1.7,-20.7,22.0
OC(COc1ccccc1)Cn1c2ccccc2c2ccccc21 (centres undefined),-3.0,-28.6,-12.7,0.4,100.0,0.0,5.1,-5.1,21.9
CCN1C(=O)C2C(c3ccccc3F)NC(Cc3ccc(O)cc3)(C(=O)OC)C2C1=O (centres undefined),-1.9,-13.6,1.0,-3.0,80.0,-3.0,-1.9,-8.0,-2.1
Cn1ncc(Br)c1NC(=O)Nc1ccc(Cl)cc1,-4.0,40.0,1.2,-1.3,106.0,4.0,-1.1,-3.5,10.8
CCc1c(C)nc2c(OC)cccc2c1SCCC(=O)O,-0.3,6.8,-1.1,2.1,87.0,-5.0,2.3,-1.8,12.4
CCOC(=O)C1(CCOc2ccccc2)CCN(Cc2cc(OC)c(O)c(OC)c2)CC1,-1.4,6.6,-2.9,-1.6,106.0,5.0,16.0,5.6,7.6
COc1ccc(C2=NS(=O)(=O)N(C)C(C(=O)Nc3cc(C)ccc3O)=C2)cc1OC,-3.8,-3.8,-1.1,-2.8,101.0,0.0,10.6,-2.8,16.9
O=C(Nc1ccc2nsnc2c1)C1CC1,-1.0,3.8,6.9,-8.0,89.0,-10.0,3.7,5.4,-5.4
Cc1ccc2c(c1)c(C1=c3ccccc3=NC1=O)c(O)n2C,-1.9,5.5,0.5,0.8,105.0,3.0,9.5,5.3,-1.5
C/C(CCc1ccccc1)=N/NC(=O)C(=O)NC(C)c1ccccc1 (centres undefined),-3.8,13.2,-2.1,-7.3,89.0,-10.0,2.2,-5.0,17.7
CCN1C(=O)[C@H]2[C@@H](c3ccc(OC)cc3)N3C(=O)CN(CC4CC4)C(=O)[C@@]3(C)[C@H]2C1=O,-1.4,5.4,18.5,-1.2,100.0,0.0,2.2,-13.2,-9.5

# High-throughput results (PubChem)
